PPARg SRC3 recr: promotes SRC-3 coactivator recruitment by human PPARgamma. biochemical PPARgamma/SRC-3 coactivator recruitment assay. activation, % at 8 µM. actives 0.26% (n = 200,000). AID 731; in the data active = activation above about 23%;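 note: 0% = DMSO and 100% = reference agonist; some compounds past the cut are filed as inactive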
G6PDH counter: counter-screen for G6PDH assay hits: L. mesenteroides G6PDH inhibition; AID 1020; Purified L. mesenteroides G6PDH, diaphorase/resazurin coupled fluorescence, 45 min; inhibition, % at 5 µM; actives 0.12% (n = 200,000); in the data active = inhibition above about 50%
SRC2 TRFRET art: flags TR-FRET format artefacts in PPARgamma SRC-2 recruitment agonist screen; actives 0.4% (n = 200,000); TR-FRET ratio at 8 µM; TR-FRET artefact counter-screen; hits give high values; in the data active = TR-FRET ratio above about 2000; note: inactives centre near 1500
Diaph inh CS: counter-screen for diaphorase-based assays: diaphorase inhibitors and chemical oxidizers; inhibition, % at 20 µM; actives 0.69% (n = 190,000); diaphorase resazurin-to-resorufin fluorescence, NADH, 16 min; bacterial (C. kluyveri) enzyme, not human;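 active = primary screen inhibition at 20 µM above a set limit, cut at about 50% in these data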;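 note: plate controls were DMSO with full reaction for no effect and wells lacking NADH for full effect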
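Assay system: diaphorase enzyme from Clostridium kluyveri. Quantity: enzyme working solution with 0.14 U/mL diaphorase. Schedule: reaction incubation of 16 min at room temperature. Technique: resorufin fluorescence, excitation 544 nm, emission 590 nm. Controls: No-NADH positive control and DMSO neutral control.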
Diaphorase act: counter-screen for diaphorase-based assays: diaphorase activators and chemical reducers. Diaphorase/resazurin coupled assay, resorufin fluorescence, 16 min; hits give high values; 1 = vehicle wells, 0 = NADH-free wells. activation factor at 20 µM. actives 0.005% (n = 190,000). AID 1229;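 active = diaphorase activity raised at least twofold by the compound at 20 µM; inactive = activation factor below 2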
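Material: bacterial diaphorase enzyme (C. kluyveri); amount: enzyme 0.07 U/mL final; reagent: NADH substrate 0.114 mM plus resazurin dye 0.1 mM, final; doses: single compound dose of 20 µM, 1% DMSO final; timing: 16 min enzyme reaction, ambient temperature; measured by: fluorescence of resorufin, 544 nm excitation, 590 nm emission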
ROMK primary: modulators of human ROMK potassium channel. actives 2% (n = 130,000). AID 1918. Tet-inducible ROMK, thallium flux fluorescence; actives lie on both sides. B-score at 10 µM;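 active = signal ratio slope over the read window, or its plate-corrected B-score, at least 3 SD from the plate mean, either direction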;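 note: B-score of the F/F0 ratio slope over 7 to 12 s after thallium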
Target sequence (P48048 whole entry, looked up): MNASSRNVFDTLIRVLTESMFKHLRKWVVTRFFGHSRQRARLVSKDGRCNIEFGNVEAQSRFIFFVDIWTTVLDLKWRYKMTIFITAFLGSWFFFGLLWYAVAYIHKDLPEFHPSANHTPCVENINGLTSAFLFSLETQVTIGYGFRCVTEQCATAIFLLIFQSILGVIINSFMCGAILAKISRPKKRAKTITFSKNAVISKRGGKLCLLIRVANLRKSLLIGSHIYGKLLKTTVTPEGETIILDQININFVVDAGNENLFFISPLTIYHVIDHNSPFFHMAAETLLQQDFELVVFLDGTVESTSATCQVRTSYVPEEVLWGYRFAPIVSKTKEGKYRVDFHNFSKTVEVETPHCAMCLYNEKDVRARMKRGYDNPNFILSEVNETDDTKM
PPARg SRC1 recr: agonists of human PPARgamma SRC-1 coactivator recruitment | actives 0.41% (n = 200,000) | activation, % at 8 µM | PPARgamma-SRC-1 coactivator recruitment biochemical assay; in the data active = activation above about 19%;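 note: 0% = DMSO and 100% = reference agonist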
PPARg SRC-2 ag: promotes SRC-2 coactivator recruitment by human PPARgamma; P37231; PPARgamma LBD-SRC-2 recruitment, biochemical; activation, % at 8 µM; actives 0.34% (n = 200,000); AID 1032; in the data active = activation above about 22%;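 note: 0% = vehicle and 100% = reference agonist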
PMI activator: phosphomannose isomerase (human) activation. P34949. purified human PMI, coupled resazurin fluorescence, 20 min; hits give high values; 1 = vehicle control, 0 substrate-free wells. activation factor at 20 µM. actives 0.005% (n = 190,000). AID 1214;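 active = activation factor of 2 or more at 20 µM, relative to plate controls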
PMI act satM6P: increases human PMI activity with near-saturating mannose 6-phosphate; P34949; coupled PMI enzyme assay, resazurin fluorescence, 20 min; hits give high values; 1 = untreated enzyme, 0 = substrate-free blank; activation factor at 20 µM; actives 0.34% (n = 190,000); AID 1216;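 active = activation factor of 2 or more at 20 µM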
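Material: human phosphomannose isomerase with PGI, G6PDH, diaphorase coupling enzymes. Quantity: 15 ng/mL PMI. Medium: HEPES pH 7.4 buffer with MgCl2 and Tween-20. Reagent: Near-saturating mannose-6-phosphate, 1.0 mM. Compound: 20 µM single dose. Times: enzyme reaction with compound 20 min at room temperature. Detection: resorufin fluorescence at Ex 544/Em 590 nm.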
S1P3 antagonist: blocks the human S1P3 receptor; Q99500; CHO S1P3 NFAT-BLA reporter, FRET fluorescence, antagonist mode; actives 0.27% (n = 170,000); inhibition, % at 4.98 µM;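 active = inhibition above the plate cutoff, the mean inhibition of test wells on that plate plus 3 SD, cut at about 28% in these data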;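 note: cells challenged with S1P at its EC80 of 0.8 µM; blue over green emission ratio from cleaved BLA substrate after 4 h stimulation; 0% = S1P-stimulated wells and 100% = unstimulated DMSO-only wells; some compounds past the cut are filed as inactive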
Target sequence (Q99500 whole entry, looked up): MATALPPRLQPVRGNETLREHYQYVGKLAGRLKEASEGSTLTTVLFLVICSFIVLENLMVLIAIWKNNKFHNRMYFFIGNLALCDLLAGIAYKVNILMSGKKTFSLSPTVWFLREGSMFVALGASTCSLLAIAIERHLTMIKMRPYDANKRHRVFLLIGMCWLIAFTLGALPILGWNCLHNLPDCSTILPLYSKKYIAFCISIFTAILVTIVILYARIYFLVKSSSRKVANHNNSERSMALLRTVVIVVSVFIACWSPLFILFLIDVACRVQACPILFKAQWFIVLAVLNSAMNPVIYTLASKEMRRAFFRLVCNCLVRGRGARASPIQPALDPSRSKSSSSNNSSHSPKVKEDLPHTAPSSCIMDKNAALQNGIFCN
An asterisk follows results filed as active; . = no result given.

Screens in order – PPARg SRC3 recr | G6PDH counter | SRC2 TRFRET art | Diaph inh CS | Diaphorase act | ROMK primary | PPARg SRC1 recr | PPARg SRC-2 ag | PMI activator | PMI act satM6P | S1P3 antagonist
COC(=O)CNC(=O)c1nn(-c2cccc(OC)c2)c(=O)c2ccccc12
  0 | 4 | 1560 | 10 | 0.9 | . | -4 | -3 | 1 | 1 | 14
CCNCc1ccc(OCc2ccccc2F)c(OC)c1
  1 | 1 | 1457 | 1 | 1 | . | -4 | 3 | 1 | 1 | -23
CC1(C)CC(=O)c2cc(OCC(=O)NCc3cccnc3)ccc2O1
  6 | 4 | 1698 | 8 | 0.9 | 0.12 | 7 | 0 | 1 | 1.1 | -25
CCOc1cc(/C=N/n2cnnc2)cc(Br)c1O
  -1 | 18 | 1775 | 13 | 0.9 | . | -1 | 15 | 1 | 1 | 2
Cc1oc(=O)c(NC(=O)c2ccccc2)cc1C(=O)c1ccccc1
  1 | 2 | 1509 | 10 | 0.9 | . | -2 | -2 | 0.8 | 1.3 | .
O=c1ccccn1Cc1ccccc1F
  -1 | 4 | 1441 | 17 | 0.8 | 0.8 | -5 | 1 | 0.9 | 0.9 | -23
O=C(Nc1cccnc1N1CCOCC1)c1ccco1
  8 | -1 | 1631 | 17 | 0.8 | 0.69 | -4 | 5 | 0.8 | 0.9 | .
COc1ccc(-c2noc(CNC(=O)Nc3ccc(F)cc3)n2)cc1
  -1 | 5 | 1496 | 14 | 0.9 | 0.047 | -2 | -6 | 1 | 1 | -15
Cc1cccc(NC(=O)CSc2nnnn2-c2cccnc2)c1
  -2 | 4 | 1396 | 4 | 1 | 0.38 | 0 | 1 | 1 | 1.1 | .
O=C(CNc1cccc(C(F)(F)F)c1)N/N=C/C1CCCCC1
  3 | 9 | 1458 | 20 | 0.8 | -0.015 | 0 | 2 | 0.7 | 0.8 | 17
CN(C)S(=O)(=O)N1CCN(Cc2ccccc2)CC1
  -9 | 0 | 1526 | 12 | 0.9 | -0.14 | -6 | -1 | 1 | 1 | .
Cc1cc(C)nc(OC(=O)c2ccc(Cl)cc2Cl)n1
  3 | 8 | 1601 | 11 | 0.9 | -0.38 | 0 | -9 | 1 | 1.2 | -13
COc1cc(OC)cc(C(=O)NCC(=O)OCc2nc3ccccc3s2)c1
  3 | 11 | 1602 | 13 | 0.9 | 0.049 | 5 | 4 | 0.8 | 0.9 | -6
COc1ccc(Oc2c(Cl)cnn(-c3ccc(F)cc3)c2=O)cc1
  4 | -7 | 1560 | 15 | 0.9 | . | -7 | -6 | 0.8 | 0.8 | .
Cc1noc(C)c1COC(=O)[C@@H](NC(=O)c1ccccc1Cl)C(C)C
  6 | 2 | 1673 | 4 | 1 | 0.83 | -1 | 13 | 1.1 | 1.1 | 1
CCCn1c(SCC(=O)O)nc2ccccc21
  2 | 17 | 1573 | 6 | 0.9 | 0.0034 | 3 | 3 | 1 | 1 | -14
CC(Sc1nnc(-c2cccnc2)n1-c1ccccc1F)C(=O)N1CCCc2ccccc21 (stereo not given)
  -3 | 8 | 1410 | 13 | 0.9 | 1.7 | -1 | 4 | 0.8 | 1 | -10
COc1ccc(C(=O)N(Cc2ccc(N(C)C)cc2)C2CCS(=O)(=O)C2)cc1 (stereo not given)
  2 | 5 | 1735 | 12 | 0.9 | . | 9 | 2 | 1 | 0.8 | -39
CC/C(=N/NC(=O)c1ccccc1)c1ccc(OCCN2CCOCC2)cc1
  0 | 7 | 1592 | 20 | 0.8 | 0.018 | 9 | 6 | 0.9 | 0.9 | -16
Cc1coc2c(O)cc3c(c12)OC1(N2CCCCC2)C(=O)NCCCC31 (stereo not given)
  2 | 37 | 1534 | 56* | 0.4 | -1.6 | -1 | 3 | 0.5 | 0.4 | 2
COc1ccc(NC(=S)Nc2ccc(OCc3ccccc3)cc2)c(OC)c1
  -8 | -2 | 1518 | 11 | 0.9 | . | -3 | -1 | 0.8 | 0.7 | -11
O=C(Nc1cccc(F)c1)Nc1ccccn1
  -10 | 5 | 1478 | 10 | 0.9 | 0.099 | -1 | -12 | 1.1 | 1 | .
Cc1nn(C)c(C)c1Sc1ccc(Br)cc1
  -3 | 2 | 1529 | 22 | 0.8 | -1.2 | -3 | 1 | 0.9 | 0.9 | -20
CC(=O)c1c(C)nc2ccc(Br)cc2c1-c1ccccc1
  1 | -4 | 1545 | 6 | 0.9 | -0.44 | 13 | -2 | 1 | 1 | 16
O=c1[nH]c(NCCO)nc2ncn(Cc3ccccc3)c12
  3 | 2 | 1462 | 13 | 0.9 | 0.038 | 1 | 2 | 0.9 | 0.9 | .
O=C(Nc1ccc(C(F)(F)F)cc1)c1cccnc1N1CCOCC1
  6 | 4 | 1577 | 12 | 0.9 | . | 6 | 10 | 0.9 | 0.9 | .
CCOC(=O)N1CCN(Cc2ccccn2)CC1
  -1 | 7 | 1537 | 14 | 0.9 | 1.3 | -4 | -9 | 1 | 1.1 | .
CC(C)OC(=O)c1c(NC(=O)c2ccco2)sc2c1CCCC2
  -10 | 9 | 1608 | -4 | 1 | . | 2 | 10 | 1.1 | 1 | .
CCc1cccc(NC(=O)CCNS(=O)(=O)c2cccc3nonc23)c1
  1 | 4 | 1516 | 6 | 0.9 | -0.46 | 3 | 3 | 1.1 | 1 | 10
COc1cc(Cl)cc(C2NC(=S)NC(c3ccccc3)=C2C(C)=O)c1OCC(=O)O (stereo not given)
  12 | 9 | 1560 | -1 | 1 | 0.74 | 6 | 13 | 1.4 | 1.3 | -15

Some of these compounds in order of the PPARg SRC3 recr value, largest number first:
structure	PPARg SRC3 recr
COc1cc(Cl)cc(C2NC(=S)NC(c3ccccc3)=C2C(C)=O)c1OCC(=O)O (stereo not given)	12
O=C(Nc1cccnc1N1CCOCC1)c1ccco1	8
CN(C)S(=O)(=O)N1CCN(Cc2ccccc2)CC1	-9

More structures follow:
Screens in order – PPARg SRC3 recr | G6PDH counter | SRC2 TRFRET art | Diaph inh CS | Diaphorase act | ROMK primary | PPARg SRC1 recr | PPARg SRC-2 ag | PMI activator | PMI act satM6P | S1P3 antagonist
COCCOCCOCCC(=O)NC1CC2CCC1(C)C2(C)C (stereo not given)
  -1 | 7 | 1541 | 14 | 0.9 | 0.032 | -1 | -10 | 1 | 0.9 | .
Cc1ccc(F)cc1NC(=O)c1cccc(N(C)C)c1
  2 | 3 | 1416 | 1 | 1 | -0.79 | -3 | 1 | 1.1 | 1 | 1
NC(=O)C1CCN(Cc2nc3cc(Cl)ccc3c(=O)[nH]2)CC1
  12 | -2 | 1621 | 18 | 0.8 | -0.85 | -2 | 12 | 1 | 1 | .
CCOC(=O)C1(CC2CC2)CCN(C(=O)c2cc(OC)nc3ccccc23)CC1
  0 | 10 | 1344 | 12 | 0.9 | -0.087 | -5 | -2 | 1 | 1 | -11
c1ccc(N2CCN(c3nc4ccccc4[nH]3)CC2)nc1
  2 | 5 | 1626 | 67* | 0.3 | -0.53 | 2 | 0 | 1.1 | 1.1 | -23
NS(=O)(=O)c1ccc(NC(=S)NCc2ccc3c(c2)OCO3)cc1
  3 | 9 | 1492 | 19 | 0.8 | -0.95 | -12 | -3 | 0.5 | 0.8 | -13
Cc1nnc(SCc2nnc(-c3cccs3)o2)n1Cc1ccccc1
  3 | 0 | 1575 | -2 | 1 | 1.2 | -8 | -6 | 1.1 | 1.1 | 0
COc1cc(C(=O)OCC(=O)N2CCCCC2C)cc(NC(=O)c2cccs2)c1OC (stereo not given)
  -4 | 8 | 1511 | 2 | 1 | 0.26 | 0 | -2 | 1 | 1 | -7
Cc1c(NP(=O)(c2ccc(Br)cc2)c2ccc(Br)cc2)c(=O)n(-c2ccccc2)n1C
  5 | 6 | 1521 | 16 | 0.8 | -0.16 | 3 | 0 | 1 | 0.9 | -14
CCC(c1nc2ccccc2c(=O)n1CCN1CCOCC1)N1C(=O)c2ccccc2C1=O (stereo not given)
  -5 | 0 | 1427 | 11 | 0.9 | -0.2 | 4 | 5 | 0.9 | 0.9 | .

Results in PMI act satM6P, PMI activator and Diaph inh CS, for some of the entries so far:
canonical_smiles	PMI act satM6P	PMI activator	Diaph inh CS
COCCOCCOCCC(=O)NC1CC2CCC1(C)C2(C)C (stereo not given)	0.9	1	14
Cc1ccc(F)cc1NC(=O)c1cccc(N(C)C)c1	1	1.1	1
NC(=O)C1CCN(Cc2nc3cc(Cl)ccc3c(=O)[nH]2)CC1	1	1	18
CCOC(=O)C1(CC2CC2)CCN(C(=O)c2cc(OC)nc3ccccc23)CC1	1	1	12
c1ccc(N2CCN(c3nc4ccccc4[nH]3)CC2)nc1	1.1	1.1	67*

Screens as filed in PubChem.
